# Source: PubChem
# Tb PGK inh: blocks T. brucei phosphoglycerate kinase; 380,000 tested, 0.043% active; Potency, µM (doses to about 57.5 µM), for the others: top-dose activity change, negative = inhibition, usual class: inhibitors; P07378; PGK/GAPDH coupled, Kinase-Glo luminescence, 60 min; also: potency is read from the fitted curve at half-maximal effect; % is scaled to controls: 0 for no effect and ±100 for the full control effect; nearly all actives have a fitted effect of over 60% in size
#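 Luminescent ATP detection (Kinase-Glo Plus) follows a 60-minute room-temperature incubation, with wells lacking PGK as controls. Buffer: 100 mM TEA (pH 7.6), 5 mM MgCl2, 0.01% Tween-20. Coupling enzyme GAPDH (100 nM final) supplies unstable 1,3-BPG in-well.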
# PI4K2A inh: PI4K2A (human) kinase inhibition | purified PI4K2A, ADP-Glo luminescence, 1 h; stronger effect = lower value | activity change, negative = inhibition, % at 76.9 µM | 420,000 tested, 0.13% active | AID 1346378; in the data active = activity change below about -50%; inconclusive = mostly about -30% to -49%;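 also: -100% = wells without enzyme as full effect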
# Target sequence (Q9BTU6 whole entry, looked up): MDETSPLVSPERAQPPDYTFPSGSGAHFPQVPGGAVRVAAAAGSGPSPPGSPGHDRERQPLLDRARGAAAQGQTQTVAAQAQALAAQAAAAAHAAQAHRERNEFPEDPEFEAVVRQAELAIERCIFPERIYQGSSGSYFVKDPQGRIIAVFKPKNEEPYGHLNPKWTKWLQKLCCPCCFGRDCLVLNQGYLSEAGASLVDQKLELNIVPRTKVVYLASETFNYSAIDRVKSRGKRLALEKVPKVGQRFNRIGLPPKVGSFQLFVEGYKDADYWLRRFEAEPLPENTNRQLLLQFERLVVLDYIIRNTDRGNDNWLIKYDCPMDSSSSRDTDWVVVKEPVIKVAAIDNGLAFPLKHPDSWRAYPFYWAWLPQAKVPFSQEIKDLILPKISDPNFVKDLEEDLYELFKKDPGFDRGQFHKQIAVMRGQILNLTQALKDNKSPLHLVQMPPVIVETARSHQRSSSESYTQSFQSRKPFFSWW
#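 PI4K2A activity was measured by ADP-Glo luminescence: enzyme (4 ug/mL stock) and phosphatidylinositol (1.2 mM stock) in Tris pH 7.5/MgCl2/EGTA/Triton X-100 buffer were reacted with ATP (300 microM stock) for one hour at ambient temperature.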
# HP1b binding inh: HP1-beta chromodomain-methylated histone interaction inhibition; P83916; AlphaScreen HP1-beta / biotin-H3K9me3 peptide binding; Potency, µM (series often up to 114 µM), without a hit: at the top dose activity change, negative = inhibition, usual class: inhibitors; 390,000 tested, 0.56% active; AID 540317; also: potency is read from the fitted curve at half-maximal effect; nearly all actives have a fitted effect of over 70% in size; inactives centre near 23
# Target sequence (P83916 whole entry, looked up): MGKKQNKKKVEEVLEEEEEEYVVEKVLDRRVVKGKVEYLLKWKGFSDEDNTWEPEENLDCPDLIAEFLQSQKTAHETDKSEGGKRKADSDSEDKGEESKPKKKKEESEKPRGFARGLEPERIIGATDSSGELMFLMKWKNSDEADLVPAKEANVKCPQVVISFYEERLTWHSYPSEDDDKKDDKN
#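 AlphaScreen: HP1-beta (50 nM) preformed 30 min with biotin-H3(1-18)K9me3 peptide (50 nM) in PBS pH 7.4, 0.01% Tween-20. Compound added for 30 min at RT, then streptavidin donor/nickel chelate acceptor beads (10 ug/mL) for 30 min.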
# BAZ2B inh: BAZ2B (human) inhibition; 360,000 tested, 4.4% active; Potency, µM (highest dose often 114 µM), without a hit: at the top dose activity change, negative = inhibition, most hits filed as inhibitors; AlphaScreen BAZ2B-H3K14Ac peptide displacement; Q9UIF8; also: potency is read from the fitted curve at half-maximal effect; % is scaled to controls: 0 for no effect and ±100 for the full control effect; nearly all actives have a fitted effect of over 60% in size
#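 In this displacement format the biotinylated H3(5-23) peptide acetylated at Lys14 serves as ligand at 50 nM, with BAZ2B at 50 nM in PBS pH 7.4 containing 0.01% Tween-20. Donor and acceptor beads are 10 ug/mL final.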
# G9a block: G9a (human) methyltransferase inhibition | Q96KQ7 | G9a H3K9 monomethylation, AlphaScreen, 2 h | Potency, µM (highest dose often 102 µM), without a hit: at the highest dose activity, negative = inhibition, hits mostly inhibitors | 350,000 tested, 8.8% active | AID 504332; also: potency is read from the fitted curve at half-maximal effect; % is scaled to controls: 0 for no effect and ±100 for the full control effect; nearly all actives have a fitted effect of over 75% in size
#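 AlphaScreen read-out: biotin-H3K9 peptide (500 nM) methylation by 20 nM enzyme with 20 uM SAM, 2 h at room temperature after 15 min compound preincubation; anti-monomethyl H3K9 antibody plus donor/acceptor beads, 10 min dark.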
# Pin1 inh: human Pin1 inhibition; Q13526; Pin1 FP peptide displacement, HiFluor488, 10 min; Potency, µM (top dose mostly 115 µM), for the others: top-dose activity, negative = inhibition, hits mostly inhibitors; 390,000 tested, 0.009% active; AID 504891; active = well fitted inhibition curve with a large enough effect in the polarisation, with a control signal flat, not every such curve was filed as active; inconclusive = small, poorly fitted or top-dose-only effect, or effect the other way, or a change in a side signal; inactive = no such curve, though single readings can be large or run the other way; the % refers to the polarisation; also: potency is read from the fitted curve at half-maximal effect; % is scaled to controls: 0 for no effect and ±100 for the full control effect
# Target sequence (Q13526 whole entry, looked up): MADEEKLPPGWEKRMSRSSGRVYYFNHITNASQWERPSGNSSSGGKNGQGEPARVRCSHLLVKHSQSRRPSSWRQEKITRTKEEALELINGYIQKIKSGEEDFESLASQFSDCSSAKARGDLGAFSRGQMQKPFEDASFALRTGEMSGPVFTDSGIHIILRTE
# GLS inh: glutaminase GLS (human) inhibition; O94925; GLS enzymatic activity, qHTS titration; Potency, µM (series often up to 45.5 µM), inactives show at the highest dose activity change, negative = inhibition, usual class: inhibitors; 410,000 tested, 0.21% active; also: potency is read from the fitted curve at half-maximal effect; % is scaled to controls: 0 for no effect and ±100 for the full control effect
#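 Two-point fluorescence kinetic (t0, 30 min RT) for hKGA; glutamate detected via glutamate oxidase–HRP–Amplex Red. Substrate: 1 mM L-glutamine solution; buffer 45 mM KH2PO4, pH 8.2.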
# POLH inh: inhibitors of human DNA polymerase eta; recombinant Pol eta, fluorescent DNA replication assay; Potency, µM (doses to about 114 µM), for inactives: at the top dose activity change, negative = inhibition, actives largely listed as inhibitors; 390,000 tested, 1.2% active; AID 588591; also: potency is read from the fitted curve at half-maximal effect; % is scaled to controls: 0 for no effect and ±100 for the full control effect
#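 Pol eta at 10 nM preincubated with compounds 15 min at room temperature; reaction started with fluorescent substrate (50 nM final) and read kinetically at 0 and 10 min.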
# JMJD2A Tudor: JMJD2A Tudor domain (human) inhibition | Potency, µM (highest dose often 114 µM), for inactives: top-dose activity change, negative = inhibition, usual class: inhibitors | 390,000 tested, 4.4% active | AlphaScreen JMJD2A-Tudor / H3K4me3 peptide binding; also: potency is read from the fitted curve at half-maximal effect; % is scaled to controls: 0 for no effect and ±100 for the full control effect; nearly all actives have a fitted effect of over 50% in size
# The depositor's hits bear a star; i = inactive; u = inconclusive; x = not tested or not shown; & = joins results of further samples; [ ] = dose if it differs, or a comment. Unless noted, calls follow the shape of the dose curve; as a rule, active = well fitted curve in the direction sought with a large enough effect; inconclusive = small, poorly fitted or top-dose-only effect, or another doubt; inactive = no such curve, though single readings can be large; an effect the other way counts as inactive or inconclusive.
SMILES,Tb PGK inh,PI4K2A inh,HP1b binding inh,BAZ2B inh,G9a block,Pin1 inh,GLS inh,POLH inh,JMJD2A Tudor
CCOC(=O)N1CCN(C(=O)CSc2ccccc2)CC1,i,4,44%[activator],2%,-18%[59 µM],-10%,2%,-7%,10%
CCc1cc(C(=O)NCC2CCCO2)sc1C (stereo not given),-9%,5,25%,-2%,19%,3%,4%,-22%,-17%
O=C(O)Cn1cccc1C(=O)c1ccccc1,-26%,-1,56%[activator],6%,56µM*,2%,-4%,-11%,20%
CC(C)NS(=O)(=O)c1ccc(NC(=O)C2CC3C=CC2C3)cc1 (stereo not given),-3%,-12,28%,5%,100%[activator][59 µM],5%,-4%,-6%,14%
Cc1nc2nc(C)c(NS(=O)(=O)c3ccc(C(C)(C)C)cc3)c(=O)n2[nH]1,-2%,-4,-12%,2%,-50%,-4%,40%[activator],0%,-10%
CCOC(=O)c1cnc(SC2CC(=O)N(c3ccc(C)cc3)C2=O)nc1N (stereo not given),-7%,-1,49%[activator],-12%,u,0%,-4%,-9%,-8%
COc1ccccc1CNC(=O)c1c(N)n(CCCN2CCOCC2)c2nc3ccccc3nc12,-2%,-1,96%[activator],6%,6%[59 µM],10%,-8%,-23%,10%
COc1ccc(C(=O)NCCS(=O)(=O)NCc2ccccc2OC)cc1,3%,1,41%[activator],-5%,-7%[0.501 µM],-2%,-5%,-22%,-1%
CCN1CCN(C(=O)c2ccc3nc(-c4ccccc4)c(-c4ccccc4)nc3c2)CC1,-9%,1,-4%,-10%,-10%,-1%,0%,-24%,-32%
CSc1nsc(SC)c1-c1ccc(Cl)cc1,3%,0,x,x,x,x,-4%,-10%,x
C=CCCC(=O)N1C[C@H]2CON(C)[C@H]2C[C@H]1c1ccccc1Br,-1%,1,34%,x,x,3%,2%,4%,-6%
CCCCn1c(N)c(N(CCOC)C(=O)COC(=O)CCOc2ccc(C)cc2)c(=O)[nH]c1=O,-3%,-4,60%[activator],-5%,u,-3%,3%,-1%,-6%
CC(=O)C1=C(C)OC2(O)c3ccccc3C(=O)C12O (stereo not given),-8%,-54*,26%,-4%,u,u,13%,79µM*,-4%
COc1cccc(CNC(=O)CC(NC(=O)c2ccccc2)c2ccccc2)c1 (stereo not given),-7%,-3,22%,0%,2%[0.501 µM],-6%,-2%,-3%,-5%
COc1cccc(NC(=O)CN(C)C(=O)CCN2C(=O)C3CC=CCC3C2=O)c1 (stereo not given),0%,1,12%,13%,-1%,-1%,5%,-10%,-9%
CC(=O)N=C1SC2CS(=O)(=O)CC2N1Cc1ccc(C)cc1 (stereo not given),-10%,2,-13%,1%,15%[59 µM],1%,0%,2%,-6%
CS(=O)(=O)N(CC(=O)N1CCOCC1)Cc1ccccc1,i,-1,-1%,9%,19%[59 µM],-9%,-1%,-2%,-10%
CC(C)CN1CCC(=O)N(CCSc2ccc(Br)cc2)CC1,3%,-7,60%&9%[activator],24%,15%[59 µM],-4%&-18%,4%,-15%,-14%&-14%
COCc1ccc(C(=O)OC(C)C(=O)Nc2c(C)n(C)n(-c3ccccc3)c2=O)cc1 (stereo not given),-5%,-4,31%,6%,12%[59 µM],5%,2%,-21%,-9%
Cc1cc(C(=O)Nc2cccc(C)c2C)c2c(C)nn(-c3cccc(F)c3)c2n1,10%,1,26%,10%[57.1 µM],-5%[59 µM],3%,2%,-9%,0%

# Six entries out of the list above, ordered by the number in BAZ2B inh, largest number first:
SMILES,Tb PGK inh,PI4K2A inh,HP1b binding inh,BAZ2B inh,G9a block,Pin1 inh,GLS inh,POLH inh,JMJD2A Tudor
CC(C)CN1CCC(=O)N(CCSc2ccc(Br)cc2)CC1,3%,-7,60%&9%[activator],24%,15%[59 µM],-4%&-18%,4%,-15%,-14%&-14%
COc1cccc(NC(=O)CN(C)C(=O)CCN2C(=O)C3CC=CCC3C2=O)c1 (stereo not given),0%,1,12%,13%,-1%,-1%,5%,-10%,-9%
CS(=O)(=O)N(CC(=O)N1CCOCC1)Cc1ccccc1,i,-1,-1%,9%,19%[59 µM],-9%,-1%,-2%,-10%
CCc1cc(C(=O)NCC2CCCO2)sc1C (stereo not given),-9%,5,25%,-2%,19%,3%,4%,-22%,-17%
COc1ccc(C(=O)NCCS(=O)(=O)NCc2ccccc2OC)cc1,3%,1,41%[activator],-5%,-7%[0.501 µM],-2%,-5%,-22%,-1%
CCN1CCN(C(=O)c2ccc3nc(-c4ccccc4)c(-c4ccccc4)nc3c2)CC1,-9%,1,-4%,-10%,-10%,-1%,0%,-24%,-32%

# One compound at a time (already shown). Screens in order: Tb PGK inh, PI4K2A inh, HP1b binding inh, BAZ2B inh, G9a block, Pin1 inh, GLS inh, POLH inh, JMJD2A Tudor
# Record of C=CCCC(=O)N1C[C@H]2CON(C)[C@H]2C[C@H]1c1ccccc1Br = -1%, 1, 34%, x, x, 3%, 2%, 4%, -6%
# Record of COc1ccccc1CNC(=O)c1c(N)n(CCCN2CCOCC2)c2nc3ccccc3nc12 = -2%, -1, 96%[activator], 6%, 6%[59 µM], 10%, -8%, -23%, 10%

# Going on with the list.
SMILES,Tb PGK inh,PI4K2A inh,HP1b binding inh,BAZ2B inh,G9a block,Pin1 inh,GLS inh,POLH inh,JMJD2A Tudor
O=S(=O)(Nc1ccccc1Cl)c1ccc2[nH]c(=S)oc2c1,-1%,4,14%,u,7.1µM*,-1%,20%,-1%,-18%
Cc1cccc(NC(=S)N(Cc2cccs2)Cc2cc3cc(C)cc(C)c3[nH]c2=O)c1,i,-1,31%,u,43%[59 µM],-1%,-5%,-12%,-23%
O=C(Cc1c(F)cccc1Cl)N/N=C/c1cccnc1,1%,3,39%[activator],-3%,55%[activator],-2%,u,5%,-11%
CN(C)S(=O)(=O)c1cccn1-c1ncc(C(F)(F)F)cc1Cl,-1%,1,66%[activator],4%,10%[59 µM],-2%,-6%,-10%,-8%[11.4 µM]
Cc1cc(C)nc(NC(=S)Nc2cccc(F)c2)c1,-2%,-1,37%,0%,2%,2%,-17%,-22%,2%
NNc1nc(Nc2ccc([N+](=O)[O-])cc2)nc(N2CCCCCC2)n1,-2%,-1,109%[activator],28µM*,x,7%,7%,-20%,56µM*
O=C(CSc1ncn[nH]1)NC1CC2CCC1C2 (stereo not given),5%,3,12%,-2%,-17%[12.7 µM],0%,6%,-9%,-3%
CC1N(O)C(C)(C)C(c2ccccc2)=[N+]1[O-] (stereo not given),-5%,1,40%[activator],4%,11%[59 µM],0%,62%[activator],16%,-7%
COc1ccc(N/C=C(\C#N)S(=O)(=O)c2ccc(Cl)cc2)c(OC)c1,i,5,24%,-26%,-8%,2%,13%,-7%,-30%
Cc1snc(SCc2cccc(Cl)c2)c1C#N,2%,5,283%[activator],244%[activator],271%[activator],u,12%,-1%,289%[activator]
COc1ccc(C(=O)C23CC4CC(C2)CC(C(=O)c2ccc(OC)cc2)(C4)C3)cc1,-9%,1,88%[activator],-5%,2%,6%,-10%,-25%,44%[activator]
c1cncc(-c2nc(N3CCCCCC3)c3ccccc3n2)c1,-3%,5,65%[activator],-6%,3%,2%,-4%,-9%,-1%
O=S(=O)(Nc1ncccn1)c1ccccc1,-2%,-4,10%,u,u,5%,u,-9%,u
FC(F)Sc1ccc(-n2cc(-c3ccc(Cl)cc3)[n+]3c2CCC3)cc1,3%,2,16%,-9%,-15%[59 µM],-3%,0%,-13%,-17%
COc1cc2c(cc1OC)C(C)N(C(=O)c1sc(-c3cnccn3)nc1C)CC2 (stereo not given),1%,2,52%[activator],-7%,-48%,2%,-14%,-13%,-1%
COC(=O)CCC(=O)OC1(C)C(=O)C=C2C=C(C3CC3)N(Cc3ccc4c(c3)OCO4)C=C2C1=O (stereo not given),i,-8,-2%,u,11%[12.7 µM],1%,-8%,8%,-33%
C/C(CC(=O)Nc1ccc2c(c1)OCCO2)=N\NC(=O)COc1ccccc1,1%,2,41%[activator],-8%,-10%,1%,-10%,-25%,-7%
CC(C)Oc1ccc(CNC(=O)c2ccc3c(c2)N(C)C(=O)C2CCCCN32)cc1 (stereo not given),4%,2,10%[57 µM],u,-19%[59 µM],0%,6%,-16%,-31%
OCC#Cc1ncc(C(F)(F)F)cc1Cl,i,1,36%,6%,1%,-12%,-14%,u,-7%
CC(C)[C@@H](CSc1ccccc1)N1CCN(Cc2ccccc2)CCC1=O,-7%,-1,8%,-26%,22%,0%,2%,-9%,-21%
CO/N=C(/CNC(=O)c1ccc(F)cc1)c1ccc(Cl)cc1,-7%,7,33%,3%[57.1 µM],39%[activator],-6%,3%,-10%,10%
CC(Oc1cc2oc(=O)c3c(c2cc1Cl)CCC3)C(=O)NCC1CCC(C(=O)O)CC1 (stereo not given),0%,1,60%[activator],1%,x,3%,-3%,7%,-4%
CCOc1ccccc1NC(=O)CCc1c(C)nn(-c2ccc(N3CCOCC3)nn2)c1C,2%,0,39%[activator],-6%,1%[59 µM],2%,10%,-10%,-16%

# A portion of the library (hit frequency here may not be typical).
